Compound activity as filed in PubChem BioAssay.
MCF10A rereplic – A quantitative high throughput screen for small molecules that induce DNA re-replication in MCF 10a normal breast cells; MCF 10A DNA re-replication, Hoechst nuclear intensity, 48 h; Potency, µM (top dose mostly 46.1 µM), without a hit: at the highest dose activity, positive = re-replication, hits mostly activators; 350,000 tested, 2.9% active; further: potency means the concentration at half of the fitted maximal effect; % of control where 0% means no effect; nearly all actives have a fitted effect of over 50% in size
SW480 rerep – A quantitative high throughput screen for small molecules that induce DNA re-replication in SW480 colon adenocarcinoma cells. SW480 DNA re-replication, Hoechst DNA content imaging, 48 h. Potency, µM (top dose mostly 46.1 µM), for the others: at the highest dose re-replication activation, usual class: activators. 340,000 tested, 1.8% active; further: potency means the concentration at half of the fitted maximal effect; % of control where 0% means no effect; nearly all actives have a fitted effect of over 55% in size
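Compounds, transferred as 23 nL by pin tool, were incubated with cells for 48 hr; DNA content per nucleus was then quantified by Hoechst staining and fluorescence plate imaging.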
HepG2 tox – qHTS for Inhibitors of TGF-b: Cytotox Counterscreen; HepG2 CAGA-GFP viability, ATP luminescence, 18 h; Potency, µM (doses to about 46.1 µM), without a hit: top-dose activity change, negative = cytotoxicity, most hits filed as cytotoxic; 410,000 tested, 0.76% active; AID 588856, 2011; further: potency means the concentration at half of the fitted maximal effect; some results filed as inactive show a strong effect at the top dose
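CellTiter-Glo luminescence gave cytotoxicity after 18 hours at 37 degrees C. The cells were HepG2 CAGA-GFP in 1% FBS DMEM, stimulated with 500 pg/mL TGF-beta after compound addition. %Activity was normalised to no-cell wells (complete cell-killing) and DMSO (no toxicity), and curves were fitted and classified.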
IL1B secr inh – qHTS for Inhibitors of Inflammasome Signaling: IL-1-beta AlphaLISA Primary Screen; 360,000 tested, 4.7% active; activity change, % at 57.5 µM; THP-1 LPS/ATP IL-1B secretion, AlphaLISA, 16 h; stronger effect = lower value; in the data active means activity change below about -50%; inconclusive means mostly about -30% to -49%; further: on the % scale 0 is the no-effect control and ±100 the full control effect
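THP-1 cells pretreated 1 hr with compounds (up to 57.5 uM final), then stimulated with LPS (250 ng/mL final) plus ATP (1.25 mM final); secreted IL-1B measured by AlphaLISA after 16 hr, decreased signal indicating inhibition.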
ATXN2 expr inh – Primary qHTS for Inhibitors of ATXN expression | 360,000 tested, 0.72% active | HEK-293 ATXN2-luciferase reporter, luminescence, 24 h | Potency, µM (doses to about 57 µM), for inactives: at the top dose activity change, negative = inhibition, hits mostly inhibitors; further: potency means the concentration at half of the fitted maximal effect; on the % scale 0 is the no-effect control and ±100 the full control effect; nearly all actives have a fitted effect of over 55% in size
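ATXN2-luciferase reporter cells (luciferase flanked by upstream and downstream ATXN2 gene portions) were treated 24 h at 37 °C with compounds at up to 57 uM. SteadyGlo luminescence gave expression; GF-AFC fluorescence gave viability.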
HT1080NT lethal – qHTS for induction of synthetic lethality in tumor cells producing 2HG: qHTS for the HT-1080-NT fibrosarcoma cell line; Potency, µM (highest dose often 46.1 µM), without a hit: at the highest dose activity, negative = less viability, hits mostly cytotoxic; HT-1080-NT fibrosarcoma viability, CellTiter-Glo ATP luminescence, 48 h; AID 686970, 2013; 360,000 tested, 1.6% active;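 further: NT is the 2HG producing partner of a matched IDH1 knockdown line; potency means the concentration at half of the fitted maximal effect; 0% = DMSO-treated cells and -100% = media-only wells without cells; nearly all actives have a fitted effect of over 55% in size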
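Luminescent CellTiter-Glo readout after 48 hours of compound exposure at 37 degrees C defined viability of HT-1080-NT cells. Activity was normalized to DMSO wells and cell-free media wells; concentration-response curves were fitted and assigned curve classes.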
HT1080 IDH1KD tx – qHTS for induction of synthetic lethality in tumor cells producing 2HG: qHTS for the HT-1080-IDH1KD cell line. HT-1080 IDH1 knockdown viability, ATP luminescence, 48 h. Potency, µM (top dose mostly 46.1 µM), for inactives: at the top dose activity, negative = toxicity, hits mostly cytotoxic. 360,000 tested, 2% active. AID 686971, 2013;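 further: potency means the concentration at half of the fitted maximal effect; 0% = DMSO wells and -100% = cell-free medium wells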
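CellTiter-Glo luminescence after 48 h compound exposure at 37 degrees C of IDH1-knockdown HT-1080 cells in 5% FBS RPMI. %Activity scaled between DMSO wells and cell-free media wells, with curves fitted and assigned curve classes.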
ATXN viability – Viability Counterscreen for Primary qHTS for Inhibitors of ATXN expression | S2 cells (HEK-293 line with an ATXN2-luciferase reporter) viability, CellTiter-Fluor protease fluorescence, 24 h | Potency, µM (top dose mostly 56.7 µM), usual class: cytotoxic | 400,000 tested, 0.49% active | AID 651635, 2014; further: potency means the concentration at half of the fitted maximal effect; nearly all actives have a fitted effect of over 40% in size
KB-3-1 tox – qHTS assay for MDR1-selective chemotherapeutics: Primary screen using the parental adenocarcinoma cell KB-3-1. KB-3-1 viability, CellTiter-Glo ATP luminescence, 72 h. Potency, µM (doses to about 46.1 µM), for inactives: at the top dose activity change, negative = cytotoxic, hits mostly cytotoxic. 400,000 tested, 1.4% active. AID 1347075, 2019; further: potency means the concentration at half of the fitted maximal effect; on the % scale 0 is the no-effect control and ±100 the full control effect; nearly all actives have a fitted effect of over 60% in size
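Cells are dispensed, compounds pinned in, plates held at 37 °C for 72 h, then CellTiter-Glo is added and luminescence read after 10 minutes. Cell line: parental KB-3-1 in phenol-red-free DMEM, 10% FBS.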
* hit, by the source's call; i = inactive; ? = inconclusive; . = no result given; [ ] = another dose, or the depositor's remark. Unless noted, the call rests on the fitted dose curve; in most records, active means well fitted curve in the direction sought with a large enough effect; inconclusive means small, poorly fitted or top-dose-only effect, or another doubt; inactive means no such curve, though single readings can be large; an effect the other way counts as inactive or inconclusive. Random draw from the library; 8.9% or so of the library scored in one or more.

#1 CCS(=O)(=O)c1c(S(=O)(=O)CC)c2ccccn2c1C(N)=O
#2 Cc1ccccc1-n1c(SCC(=O)Nc2c(C)cccc2C)nc(O)cc1=O
#3 CCOCCn1c(=NC(=O)CSCC(=O)Nc2cc(C)on2)sc2cc(OC)ccc21
#4 Cc1ccc(OCCCSc2nc(-c3ccc(C(C)(C)C)cc3)nc3cc(=O)[nH]n23)cc1C
#5 Cc1ccc(N2CC(C(=O)NCCN3CCOCC3)CC2=O)cc1 (configuration not stated)
#6 CCCOc1ccc(C(=O)NCC(c2cccs2)N(C)C)cc1 (configuration not stated)
#7 O=C1Nc2ccc(Br)cc2C1(O)c1ccc(F)cc1 (configuration not stated)
#8 COc1ccccc1NC(=O)NCCN1CCNC1=O

assay / compound	1	2	3	4	5	6	7	8
MCF10A rereplic	2%	1%	-16%	.	1%	1%	-5%	-5%
SW480 rerep	-8%	0%	4%	.	-93%[inhibitor]	0%	-19%	-58%[inhibitor]
HepG2 tox	-2%	-5%	-6%	-25%	-7%	-28%	-20%	6%
IL1B secr inh	10	19	-3	.	4	-4	26	10
ATXN2 expr inh	.	-6%	-12%	8%	4%	.	.	6%
HT1080NT lethal	5%	7%	0%	.	-2%	-3%	-5%	15%
HT1080 IDH1KD tx	6%	16%	8%	.	12%	-8%	0%	12%
ATXN viability	i	i	i	i	i	i	i	i
KB-3-1 tox	5%	23%	2%	5%	6%	-1%	1%	11%

Just IL1B secr inh, KB-3-1 tox and MCF10A rereplic (two entries from above):
nr | structure | IL1B secr inh | KB-3-1 tox | MCF10A rereplic
7 | O=C1Nc2ccc(Br)cc2C1(O)c1ccc(F)cc1 (configuration not stated) | 26 | 1% | -5%
8 | COc1ccccc1NC(=O)NCCN1CCNC1=O | 10 | 11% | -5%

Next part
#9 Cc1cccc(C(=O)NC(=S)NNC(=O)c2ccccc2Cl)c1
#10 Clc1ccccc1-c1nnc2n1-c1ccccc1SC2
#11 CC(=O)Nc1nnc(COc2ccccc2)s1
#12 CC(=O)Cc1ccccc1OC(=O)c1ccco1
#13 COc1cccc2c(=O)cc(C)n(CC(=O)Nc3cccc(C)c3)c12
#14 CCOC(=O)c1c(NC(=O)CSc2cn(CCNC(=O)c3ccc(OCC)cc3)c3ccccc23)sc2c1CCC2
#15 O=C(c1ccc(F)cc1)C1CCN(C(=O)N2CCOCC2)CC1
#16 O=C(COc1ccccc1)Nc1ccccc1C(=O)NC1CC1

assay / compound	9	10	11	12	13	14	15	16
MCF10A rereplic	?	?	-2%	-1%	16%	.	?	-1%
SW480 rerep	11%	-116%[inhibitor]	18µM*	-11%	-26%	.	-5%	-7%
HepG2 tox	-20%	-4%	3%	-5%	-17%	4%	12%	0%
IL1B secr inh	27	-4	3	-14	8	.	6	-2
ATXN2 expr inh	-19%	-10%	.	-1%	.	21%	3%	3%
HT1080NT lethal	-25%	-1%	-1%	10%	-9%	.	-4%	12%
HT1080 IDH1KD tx	?	2%	-2%	13%	?	.	-17%	5%
ATXN viability	i	i	?	i	?	?	i	?
KB-3-1 tox	?	-2%	4%	0%	1%	0%	3%	7%

SW480 rerep: entries above that show a hit.
cpd | SMILES | SW480 rerep | IL1B secr inh
11 | CC(=O)Nc1nnc(COc2ccccc2)s1 | 18µM* | 3

Later entries
#17 COC(=O)c1cc(S(=O)(=O)N2CCN(Cc3ccccc3)CC2)c[nH]1
#18 CCNC(=O)C1(C)CCN(Cc2ccc(C(=O)OCC)o2)C1 (configuration not stated)
#19 Oc1ccc(-c2cnc(-c3ccc(O)cc3)nc2)cc1
#20 Cc1ccc(/C(O)=C2/C(=O)C(=O)N(CCCn3ccnc3)C2c2cccnc2)cc1 (configuration not stated)
#21 CCN(CC)CCOC(=O)c1ccc(N/C=C(/C#N)c2nc(-c3ccc4c(c3)OCO4)cs2)cc1
#22 COc1ccc(NCc2cc3ccc(OC)cc3n(CC(=O)Nc3cc(Cl)ccc3C)c2=O)cc1
#23 CN(C)C(=O)COC(=O)c1cccc(S(=O)(=O)Nc2ccc(OCc3ccccc3)cc2)c1
#24 COc1ccc(C2Nc3ccccc3C(=O)N2Cc2ccccc2)cc1OC (configuration not stated)
#25 CC(C)CCSc1nnc(Cn2c(=O)sc3ccccc32)n1C
#26 O=C(NC(Cc1ccccc1)C(=O)O)/C(=C/c1ccc([N+](=O)[O-])cc1)NC(=O)c1ccccc1 (configuration not stated)
#27 O=C(NC1CCCCCC1)C1CCN(S(=O)(=O)c2cnc[nH]2)CC1

assay / compound	17	18	19	20	21	22	23	24	25	26	27
MCF10A rereplic	6%	.	?	-2%	18µM*	.	13%	-1%	14%	-1%	1%
SW480 rerep	-15%	.	1%	-9%	?	.	1%	-6%	7%	-2%	-28%
HepG2 tox	-5%	0%	-11%	8%	i	6%	-3%	-17%	-1%	6%	-3%
IL1B secr inh	-16	0	-19	19	32	.	5	-26	22	-7	6
ATXN2 expr inh	-18%	4%	?	-9%	?	-4%	8%	-26%	-8%	2%	5%
HT1080NT lethal	1%	18%	?	14%	-17%	.	-8%	-2%	9%	14%	8%
HT1080 IDH1KD tx	-1%	1%	0.21µM*	4%	-12%	.	-2%	0%	-3%	21%	3%
ATXN viability	i	i	?	i	i	?	i	i	i	i	?
KB-3-1 tox	0%	0%	?	1%	-13%	-3%	?	2%	1%	11%	0%

Look-ups from the results shown.
Value for no. 27 under ATXN2 expr inh: 5%
Value for no. 25 under IL1B secr inh: 22

In the list so far, 3 contain a Cl atom.
#9 Cc1cccc(C(=O)NC(=S)NNC(=O)c2ccccc2Cl)c1
#10 Clc1ccccc1-c1nnc2n1-c1ccccc1SC2
#22 COc1ccc(NCc2cc3ccc(OC)cc3n(CC(=O)Nc3cc(Cl)ccc3C)c2=O)cc1

assay / compound	9	10	22
MCF10A rereplic	?	?	.
SW480 rerep	11%	-116%[inhibitor]	.
HepG2 tox	-20%	-4%	6%
IL1B secr inh	27	-4	.
ATXN2 expr inh	-19%	-10%	-4%
HT1080NT lethal	-25%	-1%	.
HT1080 IDH1KD tx	?	2%	.
ATXN viability	i	i	?
KB-3-1 tox	?	-2%	-3%
